# High-throughput results: PubChem BioAssay, The Scripps Research Institute Molecular Screening Center
# M1 PAM parental: nonselective calcium activators in parental CHO-K1 cells, primary screen, counter-screen for M1 PAM project, cell-based, Fluo-8 calcium fluorescence, full deck, 1536-well. ATP EC20; 0% at ATP EC20, 100% at ATP max. activation, % at 3 µM. 0.02% of 360,000 active. AID 602247, 2012;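 active = activation above the run cutoff, the mean activation of all test compounds plus 3 SD, cut at about 40% in these data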;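 also: peak over basal fluorescence ratio in a 140 s read after ATP addition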
# CHO-K1 Ca antag: M1 antagonist counterscreen hit in parental CHO-K1 cells; ATP-induced calcium, Fluo-8 fluorescence; inhibition, % at 3 µM; 0.6% of 360,000 active;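 active = inhibition above a per-plate cutoff, the plate's mean sample inhibition plus 3 SD, cut at about 24% in these data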;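 also: 0% = DMSO plus EC80 ATP and 100% = DMSO alone without ATP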
# TAAR1 ag: human TAAR1 agonists, primary screen, Fluo-8 calcium fluorescence, CHO RD-HGA16 cells. activation, % at 3 µM. Trace amine-associated receptor 1 (Homo sapiens), Q96RJ0. 0.99% of 360,000 active. vehicle wells 0%, saturating PEA agonist 100%;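 active = activation above the mean activation of all test compounds in the run plus 3 SD, cut at about 38% in these data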
# Target sequence (Q96RJ0 whole entry, looked up): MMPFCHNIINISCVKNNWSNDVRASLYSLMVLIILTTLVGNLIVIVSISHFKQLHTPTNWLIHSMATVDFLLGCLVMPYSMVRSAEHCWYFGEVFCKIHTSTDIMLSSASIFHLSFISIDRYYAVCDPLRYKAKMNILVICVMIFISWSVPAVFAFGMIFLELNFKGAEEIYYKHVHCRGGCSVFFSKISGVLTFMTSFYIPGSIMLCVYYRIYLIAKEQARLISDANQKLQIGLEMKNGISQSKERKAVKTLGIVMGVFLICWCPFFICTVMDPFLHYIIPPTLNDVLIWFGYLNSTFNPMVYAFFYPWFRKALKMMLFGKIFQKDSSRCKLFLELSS
#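 test system = CHO RD-HGA16 cells carrying human TAAR1 plus Gα16 | schedule = 17-24 h seeding, 75 min 37 °C dye, 30 min RT | compound dosing = 3 µM single concentration | control set = DMSO and PEA EC100 | replicates = n 1 | signal = Fluo-8 fluorescence, 5 s baseline then 140 s kinetic read | measure = percent activation vs PEA EC100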
# M1 PAM: human M1 muscarinic receptor positive allosteric modulators, primary screen, CHO-K1 cells, Fluo-8 calcium fluorescence, 1536-well. Muscarinic acetylcholine receptor M1 (Homo sapiens), P11229. CHO-K1 hM1, ACh EC20; 0% = ACh EC20, 100% = maximal ACh. activation, % at 3 µM. 0.088% of 360,000 active. AID 588819, 2011; in the data active = activation above about 19%, passing the limit was not always enough
# Target sequence (P11229 whole entry, looked up): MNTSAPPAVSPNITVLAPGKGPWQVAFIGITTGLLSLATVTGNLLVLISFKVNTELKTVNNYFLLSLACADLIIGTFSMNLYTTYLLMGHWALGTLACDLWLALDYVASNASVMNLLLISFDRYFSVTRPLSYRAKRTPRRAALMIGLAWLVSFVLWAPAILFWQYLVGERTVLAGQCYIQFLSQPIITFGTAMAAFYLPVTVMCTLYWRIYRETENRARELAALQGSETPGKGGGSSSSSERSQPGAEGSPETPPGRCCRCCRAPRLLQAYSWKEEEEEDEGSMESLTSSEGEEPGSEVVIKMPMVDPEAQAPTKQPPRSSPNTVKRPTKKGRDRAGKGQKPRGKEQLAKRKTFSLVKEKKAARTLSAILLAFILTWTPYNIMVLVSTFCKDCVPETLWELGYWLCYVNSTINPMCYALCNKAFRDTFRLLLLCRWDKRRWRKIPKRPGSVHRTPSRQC
# M1 ag: human M1 muscarinic receptor agonists, primary screen, Fluo-8 calcium fluorescence, CHO-K1 cells, HTS. activation, % at 3 µM. Muscarinic acetylcholine receptor M1 (Homo sapiens), P11229. 0.33% of 360,000 active. CHO-K1 hM1, agonist mode; 0% DMSO, 100% acetylcholine EC100. AID 588814, 2011;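 active = activation above the run's mean compound activation plus 3 SD, cut at about 16% in these data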;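 also: peak over basal fluorescence ratio within a 140 s kinetic read after compound addition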
# TAAR1 antag: human TAAR1 antagonists, primary screen, Fluo-8 calcium fluorescence, CHO RD-HGA16 cells. Trace amine-associated receptor 1 (Homo sapiens), Q96RJ0. antagonist. inhibition, % at 3 µM. 1.5% of 360,000 active. AID 624466, 2012;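 active = inhibition above a per-plate cutoff, the mean inhibition of test compounds on that plate plus 3 SD, cut at about 49% in these data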;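 also: 0% = DMSO plus EC80 beta-PEA response and 100% = DMSO alone without agonist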
#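 Test system – hTAAR1-expressing CHO RD-HGA16 cells, Gα16-coupled · Also added – β-PEA at EC80 concentration, post-compound challenge · Compound – 3 µM, single point · Incubation – dye loading 75 min at 37 °C, then 30 min room temperature · Measured by – Fluo-8 intracellular calcium dye fluorescence, real-time kinetic reads · Benchmarks – vehicle and agonist controls · Replicates – singlicate, one well per test compound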
# CHRM1 antagonist: human M1 muscarinic receptor antagonists, primary screen, CHO-K1 cells, Fluo-8 calcium fluorescence, 1536-well | inhibition, % at 3 µM | CHO-K1 hM1, ACh EC80 antagonist | AID 588852, 2011 | 1.3% of 360,000 active;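 active = percent inhibition above its own plate's cutoff, namely the mean of that plate's compound wells plus 3 SD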;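 also: peak over basal fluorescence ratio during 140 s after agonist addition; 0% = ACh EC80 plus DMSO and 100% = DMSO alone without agonist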
# CHO-K1 Ca ag: counter-screen for M1 agonists: effect in parental CHO-K1 cells; AID 602248, 2012; activation, % at 3 µM; 0.48% of 360,000 active; Fluo-8 calcium fluorescence; scaled to maximal ATP response, vehicle zero; in the data active = activation above about 15%;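 also: untransfected CHO-K1 host cells lacking M1 receptor as counterscreen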
# CHO parental Ca: ATP-evoked calcium signal inhibitors, parental CHO, primary screen, counter-screen for OX1R antagonist project, cell-based, fluorescence, Fluo-8 calcium dye; parental CHO-K1, ATP-induced calcium, Fluo-8 fluorescence; inhibition, % at 5.6 µM; 0.63% of 330,000 active; AID 463079, 2010;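 active = inhibition above that plate's mean sample inhibition plus 3 SD, cut at about 26% in these data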;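 also: 0% = ATP-challenged DMSO wells and 100% = DMSO wells without ATP; some compounds past the cut are filed as inactive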
#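 Test system: untransfected parental CHO cell line. Compound: one dose, 5.6 µM nominal. Detection: intracellular calcium via Fluo-8 no-wash fluorescent dye. Measure: % inhibition. Benchmarks: ATP-challenged DMSO wells low, unchallenged DMSO wells high.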
# An asterisk follows results filed as active; . = no result given.
mol	M1 PAM parental	CHO-K1 Ca antag	TAAR1 ag	M1 PAM	M1 ag	TAAR1 antag	CHRM1 antagonist	CHO-K1 Ca ag	CHO parental Ca
CC(=O)NS(=O)(=O)c1ccc(NC(=O)c2ccccn2)cc1	8	-11	0	8	0	8	-2	2.2	-9
O=C(c1cnc(N2CCN(c3ccccn3)CC2)c2ccccc12)N1CCN(c2cccc(Cl)c2)CC1	-13	1	11	-4	-7	60*	2	0.3	30
C=CCn1c(C(CC)CC(C)(C)O)n[nH]c1=S (stereo not drawn)	10	-5	5	8	-4	-10	-8	-0.2	-1
CN(C(=O)c1coc(=O)c2ccccc12)c1ccccc1Cl	-2	-10	0	-7	-5	-11	8	0.0	1
CC(NC(=O)/C=C/c1ccco1)c1nc2ccccc2n1Cc1cccc(Cl)c1 (stereo not drawn)	-7	0	0	4	-3	-28	-2	-0.9	-25
Cc1cccc(NC(=O)CCN2C(=O)C3C4C=CC(C4)C3C2=O)c1 (stereo not drawn)	21	-18	0	12	-4	10	-12	1.3	-5
CCOC(=O)N1CCN(C(=O)COc2ccc(Br)cc2)CC1	4	-2	5	3	-3	-4	7	0.2	-3
CC1(Oc2cccc(C#N)c2)CCN(Cc2ccccc2OC(F)F)C1 (stereo not drawn)	0	6	2	-7	-7	8	2	0.4	.
COc1ccccc1CNC(=O)c1cc(C(=O)CC(C)C)c[nH]1	3	-8	1	-2	-4	10	-2	3.9	-20
O=C(Nc1ccccc1)Nc1ccc(F)cc1F	5	-3	10	7	-4	3	4	4.8	-9
COc1ccc(NC(=O)c2sc3ncn(CC(=O)N4CCN(c5ccccn5)CC4)c(=O)c3c2C)c(OC)c1	-6	-18	4	1	-2	-4	6	0.0	-6
COc1ccccc1COC(=O)c1ccc(S(=O)(=O)N2CCOCC2)cc1	10	-11	3	2	-4	11	3	0.1	-13
O=C(O)C1CC=CCC1C(=O)NNS(=O)(=O)c1ccccc1 (stereo not drawn)	-3	0	4	0	-3	6	9	-0.5	-15
CN(C(=O)CSc1cc(C(=O)c2nccn2C)c2ccccc2n1)c1ccccc1	13	-6	3	10	-2	-33	-10	3.5	-25
COC(=O)C1CCN(S(=O)(=O)CCNC(=O)c2ccccc2)CC1	-13	8	2	8	-3	2	-12	0.1	.
O=C(NCc1cccs1)C1CCC(=O)N1C1CCCCC1 (stereo not drawn)	6	-11	19	7	-4	-9	-24	0.4	-9
CC(C)n1c(=S)[nH]c2ccccc21	16	-5	14	5	-3	-4	-3	0.2	0
O=C(CNC(=O)c1cccs1)Nc1ncccc1O	6	-6	-1	5	-2	-5	-1	0.5	0
Cc1ccccc1N(CC(=O)N1CCOCC1)S(C)(=O)=O	-3	12	5	3	-2	8	7	-0.2	8
CN(C)c1ccc(/C=N/O)cc1	25	-17	0	7	-6	-20	-13	1.9	6

# Quoted from the listing.
# COc1ccc(NC(=O)c2sc3ncn(CC(=O)N4CCN(c5ccccn5)CC4)c(=O)c3c2C)c(OC)c1 | CHO parental Ca: -6
# CN(C(=O)CSc1cc(C(=O)c2nccn2C)c2ccccc2n1)c1ccccc1 | M1 PAM parental: 13

# Next entries
mol	M1 PAM parental	CHO-K1 Ca antag	TAAR1 ag	M1 PAM	M1 ag	TAAR1 antag	CHRM1 antagonist	CHO-K1 Ca ag	CHO parental Ca
CCc1ccc(C(=O)N2CCN(c3ccc(F)cc3)CC2)s1	-3	-29	3	-17	-14	20	6	1.6	-2
O=C(CN1CCCCCC1)NCC1CCCO1 (stereo not drawn)	10	-11	6	3	-4	9	5	0.6	1
C/C(Cn1cnc([N+](=O)[O-])n1)=N\NC(=O)c1ccccc1F	-13	0	15	1	-2	-14	4	0.2	4
Cc1cc(C)n(CCNS(=O)(=O)c2ccc(Cl)cc2)n1	0	-6	2	15	-4	-19	-14	0.0	-11
CC1(C)Cc2c(sc3c2c(N)nc(=S)n3Cc2ccc(Br)cc2)CO1	17	-12	1	18	-2	-25	-13	0.5	-14
COc1cc2c(cc1OC)C(c1ccc([N+](=O)[O-])cc1)NC(=O)C2 (stereo not drawn)	-12	-6	3	10	1	-5	-16	0.6	3
CC(=O)Nc1ccc(NC(=O)COc2cccc3c2OC(C)(C)C3)cc1	15	-11	2	10	-2	-1	-5	1.4	-23
Cc1[nH]n(-c2ccccc2)c(=O)c1C=Nc1ccc(S(N)(=O)=O)cc1	14	-17	1	2	-1	8	-4	1.0	-4
O=C1c2ccccc2C(=O)c2cc(S(=O)(=O)Nc3ccccc3)ccc21	17	-2	-1	3	-6	-16	-3	4.8	-3
Cc1ccccc1NC(=S)N(CCN1CCOCC1)Cc1ccccc1F	2	-7	1	4	-3	-15	1	0.4	-24
COc1ccccc1CNc1nc(-c2ccccc2CO)c2sccc2n1	9	0	3	-7	-8	13	-12	0.2	.
CCc1sc(NC(=O)COC)nc1-c1ccccc1	14	5	3	-10	-5	10	2	0.2	-16
COc1cc(NS(=O)(=O)c2cccc3nsnc23)c(C(=O)O)cc1OC	11	0	6	6	-2	-9	-2	-0.1	.
COc1ccc(C(=O)Nc2cccc(NC(=O)c3ccc(OC)cc3OC)n2)c(OC)c1	4	1	17	1	-1	65*	11	2.8	-19
Cc1cc(OCCN2CCOCC2)ccc1Cl	-9	1	5	1	-3	-15	7	0.8	-6
CC(C)C(=O)Nc1ccc(S(=O)(=O)Nc2nccc(/C=C/c3ccccc3)n2)cc1	-5	2	2	7	-6	-7	-6	-0.1	-8
CCOC(=O)C1CCN(C(=O)c2ccc(NC(=O)C3CCCO3)cc2)CC1 (stereo not drawn)	-6	11	3	-1	2	13	17	0.6	0
O=C(O)c1cccc(NC(=S)NC(=O)c2ccc(-c3ccc(Cl)cc3)o2)c1	5	2	2	14	-4	-26	-9	0.3	-10
COc1ccc(CN(CC(=O)NC(C)C)C(=O)CCC(=O)Nc2nccs2)cc1	0	-16	5	3	-3	4	-7	1.0	-8
COc1ccc2cc(C#N)c(Cl)nc2c1	24	-17	0	8	-9	5	-2	1.1	5
Cc1ccc(NC(=O)CSc2n[nH]c(-c3ccco3)n2)c(C)c1	2	-2	-1	-6	-5	-5	17	3.5	-22
O=C(O)Cc1ccc(C(=O)c2ccc(F)cc2)s1	15	-5	1	4	-1	-6	-22	0.3	-1
c1ccc(-n2nnc3c(N4CCOCC4)ncnc32)cc1	13	-14	11	5	-4	-7	0	2.3	-3
COc1nc(N2CCCC2)nc(-n2nnc(C(C)=O)c2C)n1	21	-16	-1	8	-7	-9	-7	0.2	15
CCc1nc(CN2CCCC(C(=O)c3ccc4c5c(cccc35)CC4)C2)c(C)[nH]1 (stereo not drawn)	-9	25*	0	-12	-10	-6	9	-0.4	-9
CC1(c2nnnn2Cc2ccccc2)CCC(=O)N1Cc1cccc(C(F)(F)F)c1 (stereo not drawn)	10	-18	7	.	.	-16	.	2.0	.
Fc1ccc2nc(C3CCCCN3Cc3nc(CC4CC4)no3)[nH]c2c1 (stereo not drawn)	-5	-4	3	-7	-6	-3	7	0.5	-17
COc1ccc(C(=O)C2CCCN(S(=O)(=O)c3cccnc3)C2)c(C)c1 (stereo not drawn)	12	-7	0	4	-4	-17	-2	2.5	-17
NC(=O)C(=O)NCCCN1CCOCC1	17	-16	1	10	-5	-8	-8	1.8	2
COc1ccccc1CCC(=O)OCC(=O)Nc1ccc(S(N)(=O)=O)cc1	4	-6	3	4	-4	-1	0	1.0	1
Cc1[nH]c(=O)nc2c1CCC2	12	-6	7	7	-5	5	-3	0.1	-5
CCOC(=O)Nc1cc2c(cc1C(C)=O)OCO2	6	-2	6	6	-4	-13	-5	0.1	-7
Cc1ccc(S(=O)(=O)CCNC(=O)Cc2ccccc2)cc1	17	-7	2	6	-6	5	-8	0.1	-13
O=C(COc1ccc(F)cc1)N(Cc1cccc(Br)c1)C1CCS(=O)(=O)C1 (stereo not drawn)	7	1	5	0	-1	-17	-1	2.7	-9
CCCNC(=O)C1(C)CCN(C(=O)c2ccc(C)c(F)c2)C1 (stereo not drawn)	16	-10	1	8	-2	-1	-6	0.6	.
CC/C(C)=N/NC(=O)c1[nH]c2ccc(C)cc2c1-c1ccccc1	-3	-13	-1	5	-4	-13	-6	0.5	-21
Cc1c(C(=O)Nc2ccc(S(=O)(=O)Nc3ncccn3)cc2)oc2ccccc12	-9	4	7	-11	-4	-2	20	2.0	0
CCOc1ccc(N(CC(=O)NC2CCCCC2)S(=O)(=O)c2ccc(C)cc2)cc1	9	-12	-1	11	-2	-1	-16	0.7	-8
COc1ccc(-n2nc3c(c2NC(=O)COc2ccccc2)CS(=O)(=O)C3)cc1	8	-15	1	6	-1	-11	-9	1.7	-7
CC(=O)Nc1c(C(=O)c2ccc(F)cc2)oc2ccccc12	12	-5	14	11	-6	-9	-6	-0.3	-11
CCN(CC)CCN1C2=C(C(=O)CC(C)(C)C2)C(c2cccc(F)c2)C2=C1CC(C)(C)CC2=O	-7	-5	-1	13	-7	-2	-12	-0.8	-6
COc1ccc(C2=NC(=O)NC2c2ccc(OC)cc2)cc1 (stereo not drawn)	5	-16	-1	4	-2	0	-9	0.6	-10
COc1ccc(-n2ncc3c(N4CCN(Cc5ccccc5)CC4)ncnc32)cc1	7	13	10	-14	-4	60*	23*	6.0	-11
O=C(O)c1sc2cc(C(F)(F)F)cnc2c1-c1ccccc1	15	-7	7	10	-1	-8	-11	0.0	-6
Oc1ccccc1CN1CCCN(Cc2ccccc2O)C1	-6	6	0	-1	-5	-15	5	0.6	0
Cc1cccc(OCCCCCN2CCOCC2)c1C	5	-3	6	2	-8	-4	-10	-0.1	-2
CC(C)(C)c1ccc(C(=O)Nn2cnnc2)cc1	-10	1	4	10	-5	-7	-11	-0.2	-1
CCNc1ccc(C(=O)OCC(=O)N(Cc2ccccc2)C(C)(C)C)cc1[N+](=O)[O-]	26	-9	7	2	-8	-6	-4	1.0	-9
